PDI turbidity: blocks human protein disulfide isomerase activity; inhibition, % at 10 µM; AID 588391; actives 0.052% (n = 350,000); PDI insulin aggregation turbidity, A650, 90 min; P07237;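 active means mean inhibition across replicates of 30% or more, whatever share of single replicates reach that level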;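 further: absorbance from insulin aggregation driven by PDI reduction with DTT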
Target sequence (P07237 whole entry, looked up): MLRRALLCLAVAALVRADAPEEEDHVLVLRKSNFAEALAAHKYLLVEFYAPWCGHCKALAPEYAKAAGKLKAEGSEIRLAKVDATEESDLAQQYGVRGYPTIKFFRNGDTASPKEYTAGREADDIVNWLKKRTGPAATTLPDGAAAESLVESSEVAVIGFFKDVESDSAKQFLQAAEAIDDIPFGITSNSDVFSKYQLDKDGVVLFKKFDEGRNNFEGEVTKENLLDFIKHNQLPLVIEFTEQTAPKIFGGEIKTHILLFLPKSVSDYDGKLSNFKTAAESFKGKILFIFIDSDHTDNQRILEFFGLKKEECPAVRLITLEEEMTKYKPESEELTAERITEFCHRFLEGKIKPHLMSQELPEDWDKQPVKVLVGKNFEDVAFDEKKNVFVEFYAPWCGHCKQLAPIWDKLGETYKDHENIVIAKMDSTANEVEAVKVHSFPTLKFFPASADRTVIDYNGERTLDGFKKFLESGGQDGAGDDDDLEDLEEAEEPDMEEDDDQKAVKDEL
ABCB6 inh MLPCN: inhibitors of human ABC transporter ABCB6; AID 602162; actives 0.19% (n = 360,000); K562-ABCB6 porphyrin accumulation, flow cytometry, 1 h; active compounds read low; Q9NP58; fluorescence ratio to DMSO, % at 10 µM;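 active means fluorescence ratio to DMSO below 75%, the collection mean minus 3 SD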;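 further: signal is porphyrin accumulated inside mitochondria; 100% equals median channel fluorescence of DMSO control wells; lower ratio means ABCB6 inhibition with less porphyrin fluorescence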
HTR2A ag: agonists of mouse serotonin 5-HT2A receptor (HTR2A); P35363; CHO-K1 mHTR2A beta-arrestin complementation, luminescence; percent of 30 µM serotonin response; activation, % at 7.6 µM; actives 0.66% (n = 360,000); AID 624169;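 active means activation above a run cutoff, the mean activation of all tested compounds plus 3 SD, cut at about 14% in these data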;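 further: 0% = plate median of compound wells and 100% = 30 µM serotonin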
MC4R antagonist: antagonists of human melanocortin 4 receptor (MC4R) | P32245 | MC4R-expressing cells, MTII-stimulated cAMP, LANCE TR-FRET | inhibition, % at 6.5 µM | actives 0.48% (n = 360,000) | AID 540295;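 active means inhibition above its plate's cutoff, the mean of tested wells on that plate plus 3 SD, cut at about 29% in these data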;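 further: 0% = Melanotan II alone and 100% = Melanotan II plus saturating MCL0020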
Target sequence (P32245 whole entry, looked up): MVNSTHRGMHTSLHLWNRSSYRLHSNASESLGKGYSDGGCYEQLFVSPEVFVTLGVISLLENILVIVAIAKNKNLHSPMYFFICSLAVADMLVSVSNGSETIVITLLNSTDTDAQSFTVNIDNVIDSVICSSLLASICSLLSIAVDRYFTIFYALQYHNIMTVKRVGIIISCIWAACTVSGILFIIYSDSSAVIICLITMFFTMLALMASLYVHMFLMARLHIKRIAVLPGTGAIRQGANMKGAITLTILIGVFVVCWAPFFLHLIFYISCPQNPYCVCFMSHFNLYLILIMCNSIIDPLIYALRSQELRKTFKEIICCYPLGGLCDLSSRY
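Test system: U2OS cells stably expressing human melanocortin 4 receptor (MC4R); also added: Melanotan II challenge; compound: 6.5 µM single dose; timing: 30-min compound preincubation, 1-h Melanotan II challenge, 1-h detection, room temperature; signal: Eu-cAMP/anti-cAMP TR-FRET, emission 671 nm; repeats: one well per compound, no replicates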
CaV13 ICDI inh: Primary screen for inhibitors of IQ motif and Ca2+-dependent inactivation inhibitor domain binding in CACNA1D, Förster resonance energy transfer in living cells, …. HEK cells, CFP/YFP FRET ICDI-IQ, plate reader, 10 min; percent FRET-ratio fall versus neutral wells. inhibition, % at 12.3 µM. actives 0.098% (n = 340,000). AID 743397;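 active means mean replicate inhibition of at least 30% and at least 1% of replicates passing that level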;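 further: 0% = median of the neutral control wells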
MC4R ag barr: activates human MC4R beta-arrestin recruitment. AID 540308. U2OS MC4R beta-arrestin complementation, luminescence; percent of melanotan II response, DMSO zero. activation, % at 8.9 µM. actives 0.98% (n = 360,000). P32245;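 active means activation above a per-plate cutoff, the mean activation of sample wells on that plate plus 3 SD, cut at about 8% in these data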
aDG glyco up: alpha-DG glycosylation activation; Pro5-aDG cells, alpha-DG glycosylation AlphaScreen (IIH6); 0% Pro5, 100% B10-LARGE cell signal; activation, % at 10 µM; actives 0.22% (n = 360,000); AID 624168;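 active means activation of at least 8% versus controls, or a plate z-score of at least 8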;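 further: Pro5 are CHO cells carrying HIG-tagged alpha-DG that lacks glycosylation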
H9c2 protect: protects H9c2 cardiomyocytes from peroxide injury; H2O2 injury protection, ATPLite, 2 h; protection from H2O2 cell death, % at 20 µM; actives 0.63% (n = 360,000);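 active means compounds giving at least 50% protection of heart cells from peroxide-induced death in the single-dose screen, raw or plate-pattern-corrected value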;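 further: 0% = DMSO wells with peroxide and 100% = DMSO wells without peroxide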
N-glyco inh: N-linked glycosylation inhibition; actives 0.23% (n = 360,000); D54 ERlucT glycosylation luciferase reporter, 24 h; percent of 100 nM tunicamycin response; reporter increase, % at 12.5 µM;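 active means mean luciferase reporter signal, scaled so untreated is 0 and the glycosylation-blocking control 100, at or above a set limit in every replicate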;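 further: luciferase carries N-glycosylation sites so blocking glycosylation raises the light; 0% = median of neutral control wells and 100% = median of 100 nM tunicamycin wells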
Vif imaging: inhibitors of HIV Vif; actives 0.35% (n = 340,000); AID 602346; inhibition, % at 7.49 µM; HEK293T cells, Vif self-association by quenched fluorescence, imaging, 24 h; in the data active means inhibition above about 50%, passing the limit was not always enough; further: some results filed as inactive read as strong as hits
The depositor's hits bear a star; . = not tested or not shown.

SMILES	PDI turbidity	ABCB6 inh MLPCN	HTR2A ag	MC4R antagonist	CaV13 ICDI inh	MC4R ag barr	aDG glyco up	H9c2 protect	N-glyco inh	Vif imaging
COc1ccc(/C=C(/NC(=O)c2ccccc2)C(=O)N2CCOCC2)cc1OC	-5.6	95.0	-4.5	9.2	-7.1	-1.5	-0.1	-1.8	3.2	10.5
COC(C[C@@H](O)[C@H](C)[C@@H](O)COCc1ccccc1)OC	-2.4	101.0	0.9	7.3	-11.5	-1.8	0.0	0.9	0.5	-0.8
COc1ccccc1NC(=O)NC1(C(=O)N2CCC(O)CC2)CCCCC1	8.2	100.0	2.3	10.5	.	1.8	-0.2	-3.0	2.1	3.9
CC(C)n1c(O)c(N=NC(=O)c2ccccc2NS(=O)(=O)c2cccs2)c2ccccc21	1.7	101.0	7.5	-16.0	-5.2	1.6	-0.6	-0.5	-3.4	3.0
CC(=O)Oc1ccccc1C(=O)OCCN=C1NS(=O)(=O)c2ccccc21	2.2	98.0	6.2	19.4	-3.3	-0.5	0.0	3.1	1.9	-2.3
CCOC(=O)c1nn(-c2ccccc2C)c(=O)c2c(N)scc12	5.7	97.0	-1.2	-1.4	-6.1	-3.7	-0.2	14.5	0.0	0.3
O=C(O)c1cc(NC(=O)c2cccc(N3C(=O)c4ccccc4C3=O)c2)cc(C(=O)O)c1	-7.8	96.0	5.8	1.3	-6.1	-0.8	0.1	2.2	1.3	-5.8
Cc1c(Cl)cnc(NC(=O)COC(=O)C(NC(=O)c2ccco2)C(C)C)c1Cl (stereo not drawn)	3.4	97.0	3.9	3.5	-3.7	-1.5	0.1	10.3	-0.1	0.2
S=C(NC1CCCCC1)N1CCN(C2CCCCC2)CC1	-3.2	94.0	-0.4	-0.6	.	0.7	-0.1	10.5	-0.8	5.0
C/C(CC(=O)Nc1ccc(Cl)cc1Cl)=N\NC(=O)c1ccco1	0.9	101.0	6.5	3.8	-2.4	0.4	0.0	2.5	-1.7	-11.2
Cc1ccc(S(=O)(=O)NN2C(=O)c3ccccc3NC2c2ccccn2)cc1 (stereo not drawn)	-2.3	90.0	2.7	-4.4	-5.6	5.3	-0.5	-4.5	-0.8	5.0
CCCCC(C(=O)OCC(=O)c1ccc(OC)cc1)N1C(=O)c2ccccc2C1=O (stereo not drawn)	5.3	97.0	-1.9	4.9	-6.4	-3.1	0.1	-9.2	-2.0	-2.5
COc1ccc(C(=O)CCC(=O)N2CCN(c3ccc(C)cc3)C(C)C2)cc1 (stereo not drawn)	7.4	101.0	-2.9	-4.2	-2.0	-1.6	0.0	-7.3	2.1	-2.7
COc1cc(C(=O)Nn2c(C)nc3ccccc3c2=O)cc(OC)c1OC	1.7	97.0	-2.1	11.3	-4.1	0.6	-0.1	11.2	1.7	-14.2
CCCc1cc(=O)[nH]c(Nc2ccc3c(c2)OCCO3)n1	12.8	99.0	-5.1	1.3	-2.8	-2.1	0.1	-10.4	-2.7	-4.1
CC(NC(=O)COc1ccccc1)C(c1ccccc1)N1CCN(C)CC1 (stereo not drawn)	-5.7	105.0	-9.9	3.6	-6.5	2.0	-0.1	-6.8	-2.8	-37.2
CC(C)c1cccc(C(C)C)c1NC(=O)CN1CCCC1	-12.6	99.0	1.5	11.4	-6.9	-1.5	-0.1	4.9	-1.2	17.7
CC(C)CCNC(=O)CCc1nnc(COc2ccccc2)o1	1.5	104.0	-1.1	5.5	-2.1	0.2	-0.3	0.2	1.2	85.5*
CCn1c(/C=C/c2ccccc2C)nc2ccccc2c1=O	-0.1	94.0	-0.3	7.2	-1.4	0.1	0.0	4.7	1.6	-9.1
CCOC(=O)c1cnc2c(c(C)nn2CC)c1Cl	22.9	106.0	3.1	4.2	7.0	-1.6	0.8	0.9	-6.2	18.2
CCNc1nc(NC(C)(C)C)nc(N2CCCCC2)n1	9.5	94.0	-5.1	12.6	1.6	5.0	2.0	-20.1	-5.0	-3.1
CCCC(=O)N1CCC1(C)C(=O)NS(=O)(=O)c1ccc(C)cc1 (stereo not drawn)	-4.0	98.0	4.6	-2.7	-4.6	-0.9	0.0	1.3	-1.4	0.4
CCOC(=O)c1c(CCl)nc2ccccc2c1C	2.0	97.0	3.0	0.6	-2.0	-3.2	0.3	-3.2	-1.6	-8.4
CC(C)(C)c1cc(N2CCOCC2)n2ncc(-c3ccccc3)c2n1	-2.0	100.0	-2.5	14.0	-4.1	3.7	0.2	-5.5	-0.9	3.6
CCOc1cccc(C(=O)Nc2ccccc2OC(F)F)c1	5.4	106.0	1.6	-0.3	-0.5	-1.4	0.0	-4.5	3.6	-1.4
(listing goes on)
SMILES	PDI turbidity	ABCB6 inh MLPCN	HTR2A ag	MC4R antagonist	CaV13 ICDI inh	MC4R ag barr	aDG glyco up	H9c2 protect	N-glyco inh	Vif imaging
COc1cccc(OCC(=O)NNC(=O)C(=O)Nc2cccc(C)c2)c1	6.0	91.0	1.9	9.9	.	-1.5	0.7	0.4	-1.0	-5.5
COc1ccc(/C=C/C(=O)NCCSCc2ccco2)cc1	0.7	95.0	-0.9	6.6	-5.6	-0.6	-0.1	-1.3	1.4	3.9
CCCC[C@@H]1CN=C(N)N1CCc1cccc(F)c1	-0.6	103.0	0.8	8.7	-6.1	0.0	0.4	-3.4	2.8	-0.7
COc1ccccc1-c1nn(-c2ccccc2)cc1C(=O)N1CCN(C(=O)c2ccco2)CC1	-1.5	101.0	7.3	-1.1	-2.1	2.2	1.3	0.6	-0.9	-0.3
CN(CC(=O)Nc1ccccc1Cl)C(=O)c1cc(=O)[nH]c2ccccc12	-1.5	101.0	1.7	20.6	-6.9	1.6	-0.1	2.5	-0.2	-1.0
Cc1ccc(N(CC(=O)NC2CC3CCC2C3)S(C)(=O)=O)cc1C (stereo not drawn)	3.7	93.0	0.3	2.9	-4.4	1.1	-0.1	1.9	0.0	0.4
CN1CCN(c2ccccc2NC(=O)c2ccc(-c3ccccc3)cc2)CC1	4.5	91.0	-9.9	-1.8	.	0.3	0.3	26.5	-0.7	-2.0
CC(Sc1nncn1C)C(=O)Nc1ccccc1-c1ccccc1 (stereo not drawn)	-19.2	93.0	0.7	6.7	.	-0.2	0.2	3.1	-2.6	-6.4
COc1ccc(S(=O)(=O)Cc2ccc(C(=O)NC3CCCCC3)o2)cc1	11.7	101.0	1.3	0.0	-3.0	0.4	-0.6	-0.9	-1.3	5.3
CCN(CC(=O)NCc1cccs1)C(=O)c1ccccc1Cl	1.8	101.0	-1.1	10.1	-6.8	-3.3	0.0	-5.7	1.9	-3.2
CCn1c(NCc2cccc(OC)c2OC)nc2ccccc21	6.7	87.0	-2.4	5.2	-4.6	-0.2	0.4	-2.3	0.2	-2.6
O=C(Nc1ccc(Cc2ccncc2)cc1)c1ccc(N2CCOCC2)c([N+](=O)[O-])c1	7.5	98.0	2.0	5.5	-16.9	-2.3	0.0	0.6	-1.0	1.7
CSC1=C(C#N)C(c2ccncc2)C(C(=O)Nc2ccccc2)=C(C)N1 (stereo not drawn)	-5.8	94.0	2.5	23.5	9.7	3.0	0.6	-1.9	-1.1	-2.9
COc1ccc(/C=C2/C(=O)N(c3cccc(F)c3)N=C2C)c(OC)c1	-4.2	102.0	10.4	2.4	-3.7	2.7	0.1	1.2	2.0	3.7
O=C(OCc1ccc2c(c1)OCO2)c1ccc(S(=O)(=O)N2CCCCC2)cc1	-21.3	97.0	-3.8	2.2	.	0.3	0.3	-4.3	-1.8	6.4
O=C(COc1ccccc1[N+](=O)[O-])NCc1cccnc1	-1.5	75.0	-2.0	0.0	-4.5	-0.2	-0.2	2.4	-0.6	9.5
Cc1ccsc1/C=N/Nc1ccc(F)cc1F	-0.4	100.0	1.3	6.1	-8.0	1.1	-0.1	-14.0	-1.2	9.7
CN(CCC1CCOCC1)C(=O)CC1C(=O)NCCN1CC1CCCCC1 (stereo not drawn)	-1.0	99.0	0.3	1.3	-10.7	1.4	0.3	0.2	1.2	4.4
C/C(=N/NC(=O)c1ccccc1)c1ccc(NC(=O)C(F)(F)F)cc1	13.9	89.0	-5.9	0.9	-5.4	-0.8	-0.3	-5.2	1.2	-33.5
CC(O)(C#CCN1CCOCC1)c1ccccc1 (stereo not drawn)	-3.7	85.0	9.1	7.8	-3.6	-1.4	0.1	4.8	1.7	6.7
Cn1cnnc1SCC(=O)c1c(N)n(Cc2ccccc2)c(=O)n(C)c1=O	10.9	101.0	3.7	-0.5	-5.1	0.0	-0.1	6.2	0.2	1.7
COc1ccc(/C=C/C(=O)NC2CCCCCCC2)cc1S(=O)(=O)N1CCOCC1	-13.1	98.0	-4.4	11.9	-18.3	-0.3	0.1	-4.2	-1.5	-5.5
Nc1nc(COC(=O)C2CC(=O)N(Cc3ccccc3Cl)C2)nc(Nc2ccccc2)n1 (stereo not drawn)	8.3	100.0	3.9	-0.8	-3.2	1.7	1.1	-3.5	1.7	-7.2
Cc1cc(C)c2c(N)c(C(=O)c3ccccc3)oc2n1	9.4	100.0	-0.6	2.2	-8.5	-2.8	0.0	8.6	2.0	-0.8
COc1ncccc1C(=O)N1CCCC(C(=O)Nc2cccc(-c3ccc(F)cc3)c2)C1 (stereo not drawn)	-11.5	93.0	0.4	5.0	-4.5	0.9	0.5	-13.1	0.3	-4.4
More structures:
SMILES	PDI turbidity	ABCB6 inh MLPCN	HTR2A ag	MC4R antagonist	CaV13 ICDI inh	MC4R ag barr	aDG glyco up	H9c2 protect	N-glyco inh	Vif imaging
COC(=O)c1ccccc1C(=O)N1CCCC(C(=O)c2ccc(OC)c(OC)c2)C1 (stereo not drawn)	-7.2	102.0	-4.1	12.8	.	-1.6	2.6	1.5	-0.1	2.6
COc1ccc(CCNC(=O)CN(C)S(=O)(=O)c2ccc3nc(C)sc3c2)cc1OC	-14.3	98.0	2.8	5.3	-2.5	-2.0	0.0	3.9	-0.5	-6.1
CCOc1ccc(NC(=O)c2ccc(N)cc2)cc1	-3.9	94.0	-2.8	-10.3	23.8	-1.3	-0.2	-6.7	-1.4	0.2
Cn1c(SCC(=O)OC2CCCCC2)nnc1-c1ccco1	9.2	90.0	1.7	6.3	.	-1.3	0.0	-0.7	3.8	.
CN(CC(=O)Nc1ccc(Cl)cc1)C(=O)c1cccc(S(=O)(=O)N2CCN(Cc3ccccc3)CC2)c1	-5.1	98.0	3.7	18.0	-2.4	-1.8	0.7	-29.1	-4.2	-5.9
C=CCN=C1S/C(=C\c2ccc(N(C)C)cc2)C(=O)N1CC=C	-3.4	108.0	1.2	7.9	-3.8	-2.0	-0.2	-8.2	-3.1	-4.2
NS(=O)(=O)c1ccc(NC(=S)Nc2ccc(S(=O)(=O)N3CCCC3)cc2)cc1	-8.8	100.0	2.2	6.7	-6.6	-0.3	0.3	1.3	-0.4	0.5

Source: PubChem BioAssay (several laboratories)
